# EBV LMP1 NFkB: EBV LMP1-driven NF-kappaB luciferase reporter inhibitors, primary screen, cell-based, luminescence, single point. LMP1-induced NF-kappaB luciferase reporter cells. inhibition, % at 12.5 µM. actives 0.69% (n = 350,000). AID 504558, 2011; in the data active = inhibition above about 41%;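 note: 0% = neutral control wells and 100% = reference inhibitor control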
# MC4R ag barr: MC4R agonists recruiting beta-arrestin, primary screen, cell-based, luminescence, agonist arm of biased-ligand search. Melanocortin receptor 4 (Homo sapiens), P32245. U2OS MC4R beta-arrestin complementation; percent of melanotan II response, DMSO zero. activation, % at 8.9 µM. actives 0.98% (n = 360,000);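 active = activation above a per-plate cutoff, the mean activation of sample wells on that plate plus 3 SD, cut at about 8% in these data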
# SRC1 inh: SRC1 coactivator transcriptional activity inhibitors, primary screen, cell-based, luminescence; inhibition, % at 3.6 µM; AID 588354, 2011; HEK293 GAL4-SRC1 luciferase reporter; actives 0.12% (n = 360,000);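 active = inhibition above the campaign mean plus 3 SD, with each screening campaign given its own cutoff, cut at about 60% in these data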;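 note: 0% = DMSO treated cells and 100% = gossypol at 36 µM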
# MC4R antagonist: MC4R antagonists of cAMP signaling, primary screen, cell-based, TR-FRET, antagonist arm of biased-ligand search; Melanocortin receptor 4 (Homo sapiens), P32245; MC4R-expressing cells, MTII-stimulated cAMP, LANCE TR-FRET; inhibition, % at 6.5 µM; actives 0.48% (n = 360,000);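 active = inhibition above its plate's cutoff, the mean of tested wells on that plate plus 3 SD, cut at about 29% in these data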;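 note: 0% = Melanotan II alone and 100% = Melanotan II plus saturating MCL0020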
#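 Assay system: U2OS cells stably expressing human melanocortin 4 receptor (MC4R) / Dosing: 6.5 µM / Timing: compound 30 min, challenge 1 h, detection 1 h / Measured by: Eu-cAMP/anti-cAMP TR-FRET, emission 671 nm / Replicates: singlicate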
# NR5A2 inv ag: LRH-1 (NR5A2) inverse agonists, primary screen, cell-based, luminescence, HEK293T, StAR-luciferase reporter. AID 602396, 2012. LRH-1 transfected, 24 h. actives 0.13% (n = 360,000). Nuclear receptor subfamily 5 group A member 2 (Homo sapiens), O00482. inhibition, % at 3.6 µM;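 active = inhibition above the mean inhibition of all tested compounds plus 3 SD, cut at about 73% in these data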;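 note: 0% = DMSO wells and 100% = reporter-only cells lacking LRH-1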
# ABHD5-PLIN5 inh: ABHD5-PLIN5 interaction inhibitors, primary screen, cell lysate, split luciferase complementation, luminescence. Perilipin-5 (Homo sapiens) + 1-acylglycerol-3-phosphate O-acyltransferase ABHD5 (Homo …. Split G. princeps luciferase complementation, 4 h. inhibition, % at 4 µM. actives 0.78% (n = 360,000);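 active = inhibition above the mean inhibition across every tested compound plus 3 SD, cut at about 22% in these data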;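 note: 0% = DMSO only wells and the 100% control is not disclosed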
# Target sequence (Q00G26 whole entry, looked up): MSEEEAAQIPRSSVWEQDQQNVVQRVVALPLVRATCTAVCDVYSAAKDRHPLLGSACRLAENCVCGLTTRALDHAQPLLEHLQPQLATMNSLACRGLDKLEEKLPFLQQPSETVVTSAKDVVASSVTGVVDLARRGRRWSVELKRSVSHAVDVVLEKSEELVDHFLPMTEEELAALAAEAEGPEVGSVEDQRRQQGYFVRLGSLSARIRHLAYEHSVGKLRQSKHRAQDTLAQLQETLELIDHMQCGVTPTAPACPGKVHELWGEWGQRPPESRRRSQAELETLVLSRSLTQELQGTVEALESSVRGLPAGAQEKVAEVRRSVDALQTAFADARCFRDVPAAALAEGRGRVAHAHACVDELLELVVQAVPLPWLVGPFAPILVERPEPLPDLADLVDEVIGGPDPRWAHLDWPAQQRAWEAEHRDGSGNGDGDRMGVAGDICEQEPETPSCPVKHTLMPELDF
# Target sequence (Q8WTS1 whole entry, looked up): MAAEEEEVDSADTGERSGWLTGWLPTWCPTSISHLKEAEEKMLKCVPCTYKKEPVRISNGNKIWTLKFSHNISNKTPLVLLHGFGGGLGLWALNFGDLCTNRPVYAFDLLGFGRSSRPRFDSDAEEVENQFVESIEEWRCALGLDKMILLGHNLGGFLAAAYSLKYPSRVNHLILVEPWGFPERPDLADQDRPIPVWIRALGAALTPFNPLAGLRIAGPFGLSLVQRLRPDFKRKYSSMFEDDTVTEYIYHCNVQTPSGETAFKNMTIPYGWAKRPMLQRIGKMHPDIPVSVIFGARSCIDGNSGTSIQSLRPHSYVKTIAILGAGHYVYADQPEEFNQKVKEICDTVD
# TLR9-MyD88 inh: inhibitors of TLR9-MyD88 association in cells, primary screen, cell-based, CHO, BLA complementation, fluorescence; AID 504734, 2011; Toll-like receptor 9 (Homo sapiens) + Myeloid differentiation primary response protein …; inhibition, % at 4.98 µM; CCF4 FRET ratio; actives 0.21% (n = 340,000);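 active = inhibition above the mean over all tested compounds plus 3 SD, cut at about 21% in these data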;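 note: 0% = DMSO only wells and 100% = clavulanate BLA inhibitor control wells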
# SRC3 inh: SRC3 coactivator transcriptional activity inhibitors, primary screen, cell-based, luminescence. Nuclear receptor coactivator 3 (Homo sapiens), Q9Y6Q9. HEK293 GAL4-SRC3 luciferase reporter. inhibition, % at 3.6 µM. actives 0.17% (n = 360,000);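 active = inhibition above a per-campaign cutoff, the mean of all compounds plus 3 SD, cut at about 60% in these data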;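 note: 0% = DMSO-treated cells and 100% = gossypol-treated cells at 36 µM; higher means less SRC3-driven luciferase light from the GAL4 reporter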
# COUP-TFII inh: NR2F2 transcriptional activity inhibitors, primary screen, cell-based, luciferase reporter, HEK293T, luminescence. COUP transcription factor 2 (Homo sapiens), P24468. HEK293T NGFI-A luciferase reporter. inhibition, % at 8.6 µM. actives 0.7% (n = 370,000). AID 686940, 2013;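 active = inhibition above a per-plate cutoff, mean inhibition of test wells between control levels plus 3 SD, cut at about 38% in these data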;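 note: cells cotransfected with COUP-TFII expression vector driving the NGFI-A reporter; 0% = median of COUP-TF2 test wells and 100% = reporter-only cells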
# SRC2 inh: inhibition of GAL4-SRC2 driven luciferase reporter, primary screen, SRC2 inhibitor project, cell-based, luminescence; AID 651957, 2012; inhibition, % at 9 µM; HEK293 GAL4-SRC2 luciferase reporter; actives 0.17% (n = 370,000); Nuclear receptor coactivator 2 (Homo sapiens), Q15596;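 active = inhibition above the mean inhibition of all tested compounds plus 3 SD, set per campaign, cut at about 52% in these data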;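 note: 0% = DMSO treated cells and 100% = cells given Gossypol at 36 µM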
# NOD2-RIPK2 inh: NOD2-RIPK2 binding disruptors in cells, primary screen, fluorescence, CHO cells, BLA complementation; CCF4 ratio; actives 0.38% (n = 360,000); Receptor-interacting serine/threonine-protein kinase 2 (Homo sapiens), O43353; AID 624267, 2012; inhibition, % at 4.98 µM; in the data active = inhibition above about 21%;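 note: 0% = vehicle only and 100% = reference blocker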
# * = called active by the depositor; nt = no result given.
MC4R antagonist	NOD2-RIPK2 inh	NR5A2 inv ag	SRC3 inh	EBV LMP1 NFkB	SRC2 inh	TLR9-MyD88 inh	COUP-TFII inh	SRC1 inh	ABHD5-PLIN5 inh	MC4R ag barr	Molecule
1	-1	14	10	-5	-7	-6	4	-7	-2	-2.5	Cc1nn(Cc2c(F)c(F)c(F)c(F)c2F)c(C)c1NC(=O)c1nn(C)cc1Br
7	-17	21	-5	-2	2	-6	-10	-19	3	2.2	CC1CC(C)CN(CC(=O)c2cccs2)C1 (stereo unspecified)
-1	-6	4	-19	-7	-34	-6	-10	-3	-11	-0.9	O=C(Cn1nc(-c2ccc(Cl)cc2)ccc1=O)NCC1COCCO1 (stereo unspecified)
12	4	-6	-14	0	-23	-4	-18	-35	9	6.5	COc1ccc(CN2C(=O)C(CC(=O)NC3CCCCC3)CC(C(=O)N(C)C)=C2C)cc1 (stereo unspecified)
6	12	-3	12	0	11	-1	3	-3	4	-0.3	Nn1c(Cc2cccc3ccccc23)nnc1SCCOc1ccc(Br)cc1
2	-1	-24	-5	3	20	6	-13	-17	0	0.4	Cc1cc(C(=O)COC(=O)c2cc(Cl)c(O)c(Cl)c2)c(C)n1C
24	-4	-8	-15	3	-30	-3	-6	-10	1	8.1	CC1CCN(CCCOc2ccc(Cl)cc2Br)CC1
4	-5	18	5	-2	-12	-5	14	-5	-4	-1.1	Cc1ccc(S(=O)(=O)Nc2ccccc2F)cc1C(=O)N1CCCC1
0	-1	18	-1	-10	-39	0	1	-7	-1	-1.4	COc1cccc(CC(=O)NNC(=O)CN(C)S(=O)(=O)c2ccc(C)cc2)c1
4	-12	6	0	2	6	-5	-3	-19	-3	-1.9	COc1cc(O)c(C(CCN2CCOCC2)c2cc(OC)c(OC)c(OC)c2)c(OC)c1 (stereo unspecified)
0	5	27	16	-30	-6	3	-14	18	8	0.2	COc1ccc(-c2c3c(=O)n(C)c(=O)n(C)c3cn2C2CCCCC2)cc1
-1	1	5	-11	-9	2	-8	-20	-32	0	-2.1	CCOc1ccc(N=C2SCCCN2C(=O)c2c(CC)noc2C)cc1
13	-4	10	-39	-2	-18	-2	-9	6	-12	0.5	Cc1ccc(S(=O)(=O)NC2(C(F)(F)F)NC(=O)N(c3ccc(F)cc3)C2=O)cc1 (stereo unspecified)
-5	6	8	5	3	8	8	-4	5	5	-0.7	COc1ccccc1N1CCN(C(=O)c2onc(C)c2Cl)CC1
-4	-7	3	-5	-4	1	3	12	-5	11	1.2	CC(C)OC(=O)C1CC=CCC1C(=O)Nc1ccc(Cl)cc1 (stereo unspecified)
-6	2	11	12	0	-9	-5	-9	-10	-1	-1.0	COCCNC(=O)Cn1cc2c(n1)CCCCC2
4	-4	5	12	5	7	-2	3	-13	-3	0.8	O=C(Nc1cccc(Cl)c1)O/N=C\c1ccncc1
-1	-1	-2	13	1	-16	5	14	10	-13	-3.3	CC1CCCC(NC(=O)c2cc(S(=O)(=O)N3CCCCC3)ccc2Cl)C1C (stereo unspecified)
3	1	-58	-32	-19	-1	1	-16	-42	-6	10*	O=C(Nc1ccc2c(c1)Cc1ccccc1-2)c1ccc(Br)o1
4	-6	-6	-7	-1	4	-11	4	-17	-8	11*	O=C(Nc1ccc(Br)cc1)C(c1ccccc1)c1ccccc1
21	-3	-10	9	-2	-8	-7	-17	-12	3	0.5	CCOC(=O)c1[nH]c2ccc(F)cc2c1NC(=O)C1=COCCO1
-10	0	22	15	-4	5	13	1	9	16	-1.7	O=[N+]([O-])c1ccc(NCCNCCOc2nonc2-c2ccccc2)c([N+](=O)[O-])c1
1	-15	-54	-36	-18	-30	-6	-19	-33	-4	-1.7	CC(C)CCC(C)NC(=O)c1ccc2nccnc2c1 (stereo unspecified)
-1	2	18	18	2	18	7	21	7	-4	-1.9	CC(C(=O)NC(=O)NC1CCCCC1)N(C)CC(=O)Nc1ccc(F)c(F)c1F (stereo unspecified)
-7	0	20	12	-6	10	-10	1	-4	0	1.6	CC(C)(C)c1ccc(C(=O)N2CCN(c3ccc(N4CCOCC4)nn3)CC2)cc1

# (next part)
MC4R antagonist	NOD2-RIPK2 inh	NR5A2 inv ag	SRC3 inh	EBV LMP1 NFkB	SRC2 inh	TLR9-MyD88 inh	COUP-TFII inh	SRC1 inh	ABHD5-PLIN5 inh	MC4R ag barr	Molecule
4	2	17	14	1	-22	-1	-3	-3	13	1.0	N#Cc1ccc(CN2CCN(C(=O)CNC(=O)Cc3ccccc3)CC2)cc1
0	-11	0	4	3	-10	-3	-25	22	2	-0.5	COC(=O)c1ccc(OC(=O)c2cnccn2)cc1
6	-8	9	-2	-8	-2	11	-7	-8	-4	-2.2	CCC(=O)Nc1ccc(Oc2ccc3c(c2)C(=O)NC3=O)cc1
19	-1	-14	-8	-2	-12	-5	16	-6	4	1.4	O=C(COC(=O)c1c(Cl)ccc(Cl)c1Cl)NC1CCS(=O)(=O)C1 (stereo unspecified)
0	-3	-17	-47	-3	-18	8	-14	-21	2	-1.1	CCCCCCOc1ccc(C(=O)O)cc1
3	0	8	21	11	-27	-2	-3	4	3	3.2	Cc1ccc(CSc2nc3ccccc3c(=O)n2C)cc1
10	-3	4	2	-9	22	8	9	-2	-4	-1.4	O=C(CSc1cccc[n+]1[O-])NC1CCCCCCC1
3	-9	-20	7	14	-2	7	1	15	-5	-2.2	O=C(Nc1ccc(Cl)cc1)Nc1nnc(CSCc2ccccc2Cl)s1
3	-10	-1	-24	2	8	-9	17	2	2	0.1	CC(=O)Nc1ccc(S(=O)(=O)NCC(=O)Nc2ccc3c(c2)OCO3)cc1
5	1	3	-1	8	-6	-10	14	-12	2	-0.1	O=C(O)c1cc2c(cc1NC(=O)c1ccccc1OC(F)F)OCCCO2
25	-2	-6	-3	7	2	2	-3	13	5	1.5	O=C(c1ccc(Cl)cc1)N1CCN(CCc2ccccn2)CC1
1	-4	17	-11	-1	-17	6	-18	2	0	-0.7	COc1cccc(C(c2sc3nc(C)nn3c2O)N2CCN(C(=O)c3ccco3)CC2)c1 (stereo unspecified)
-2	-13	-3	14	-27	11	-4	6	-4	2	0.9	Cc1ccc(NNC(=O)c2c(C)noc2C)cc1Cl
8	-8	-10	0	3	nt	-12	nt	0	-1	-1.4	Cc1nc(N2CCN(C)CC2)c2sc(=S)n(C)c2n1
3	2	-6	20	4	-15	6	-8	-8	-6	-1.7	CCc1ccc(C(=O)NNC(=O)CN2C(=O)NC3(CCCC3)C2=O)cc1
8	0	21	-3	-7	-12	0	-7	11	10	-0.3	Cc1cc(=O)oc2cc(OCC(=O)NCc3ccncc3)ccc12
0	-3	30	18	-1	-23	-6	47*	13	-6	-1.1	CC(=O)N1CCc2cc(S(=O)(=O)NCCC3=CCCCC3)ccc21
6	-11	-1	5	0	-11	1	-19	-3	2	1.1	Cc1ccc(S(=O)(=O)NCC(=O)NCc2cc(=O)n(C)c(=O)n2C)cc1
13	2	-6	-2	-2	-24	11	-12	-4	1	1.2	CN(CCc1cnn(C)c1)Cc1nc(Cc2ccccc2)no1
2	3	0	-1	0	-10	3	7	0	3	-3.6	COc1ccc(C(=O)OCc2ccccc2F)cc1S(=O)(=O)N1CCCC1
5	0	12	3	-22	3	2	4	0	8	-0.8	O=C(COC(=O)/C=C/c1ccc(C(F)(F)F)cc1)NC1CC1
0	-8	18	-17	-3	-10	-31	4	9	11	0.1	COc1cccc(CN2CCCC(N3CCc4ccccc4C3)C2)c1O (stereo unspecified)
3	-7	-63	-46	-28	-26	7	-10	-37	2	0.4	COc1cc(C)ccc1OCc1cc(C(=O)N(Cc2c(C)nn(C)c2C)C2CC2)no1
13	-1	18	-1	-10	-2	6	15	-11	-6	-1.5	C[C@H](NC(=O)[C@@H]1Cc2ccccc2CN1)C(=O)NC[C@H]1CC[C@H](C(=O)O)CC1

# Sorted by number of heavy atoms (rising): some entries from above.
MC4R antagonist	NOD2-RIPK2 inh	NR5A2 inv ag	SRC3 inh	EBV LMP1 NFkB	SRC2 inh	TLR9-MyD88 inh	COUP-TFII inh	SRC1 inh	ABHD5-PLIN5 inh	MC4R ag barr	Molecule
0	-3	-17	-47	-3	-18	8	-14	-21	2	-1.1	CCCCCCOc1ccc(C(=O)O)cc1
8	-8	-10	0	3	nt	-12	nt	0	-1	-1.4	Cc1nc(N2CCN(C)CC2)c2sc(=S)n(C)c2n1
10	-3	4	2	-9	22	8	9	-2	-4	-1.4	O=C(CSc1cccc[n+]1[O-])NC1CCCCCCC1
3	0	8	21	11	-27	-2	-3	4	3	3.2	Cc1ccc(CSc2nc3ccccc3c(=O)n2C)cc1
5	0	12	3	-22	3	2	4	0	8	-0.8	O=C(COC(=O)/C=C/c1ccc(C(F)(F)F)cc1)NC1CC1
6	-8	9	-2	-8	-2	11	-7	-8	-4	-2.2	CCC(=O)Nc1ccc(Oc2ccc3c(c2)C(=O)NC3=O)cc1
8	0	21	-3	-7	-12	0	-7	11	10	-0.3	Cc1cc(=O)oc2cc(OCC(=O)NCc3ccncc3)ccc12
0	-8	18	-17	-3	-10	-31	4	9	11	0.1	COc1cccc(CN2CCCC(N3CCc4ccccc4C3)C2)c1O (stereo unspecified)
3	-10	-1	-24	2	8	-9	17	2	2	0.1	CC(=O)Nc1ccc(S(=O)(=O)NCC(=O)Nc2ccc3c(c2)OCO3)cc1
4	2	17	14	1	-22	-1	-3	-3	13	1.0	N#Cc1ccc(CN2CCN(C(=O)CNC(=O)Cc3ccccc3)CC2)cc1
1	-4	17	-11	-1	-17	6	-18	2	0	-0.7	COc1cccc(C(c2sc3nc(C)nn3c2O)N2CCN(C(=O)c3ccco3)CC2)c1 (stereo unspecified)

# High-throughput results from PubChem.

# A portion of the library; rates above refer to the full screens.
